influenza NS1A = NS1A inhibition, H1N1 influenza, cell based functional assay (AID 504329). NS1A functional cell-based assay, percent inhibition; higher % means a stronger effect. one-dose inhibition, % at 12.5 µM; IC50 in µM for titrated hits. hit rate 0.3% among 340,000; in the data active means a potency from the dose series; inconclusive means inhibition above about 27% without an active follow-up result; further: strong numbers were not always called active
M. tuberculosis = growth inhibition of non-replicating M. tuberculosis (AID 488890); one-dose inhibition, % at 25 µM; IC50 in µM for titrated hits; hit rate 0.39% among 320,000; Mycobacterium tuberculosis non-replicating, growth inhibition; higher % means a stronger effect; in the data active means a potency from the dose series; inconclusive means inhibition mostly from about 82% at the one dose, without a potency; inactive means the rest, 99 in 100 with inhibition below about 76%;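 further: plate controls were DMSO cells for no effect and high antibiotic wells for full effect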
H37Rv inhibition = M. tuberculosis growth inhibition, HTS (AID 449762); M. tuberculosis H37Rv growth inhibition, 7H9 media; higher % means a stronger effect; inhibition, % at 25 µM, or IC50 in µM where a hit was titrated; hit rate 0.59% among 330,000; in the data active means a potency from the dose series; inconclusive means inhibition above about 70% without an active follow-up result;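 further: bacterial growth assessed after seven days of incubation; strong numbers were not always called active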
PhoP GFP inhibition = PhoP regulon inhibitors, Salmonella typhi PhoP promoter GFP reporter, confirmatory (AID 1850); Salmonella Typhi PhoP-promoter GFP reporter, fluorescence, 4 h; higher % means a stronger effect; one-dose inhibition, % at 50 µM; IC50 in µM for titrated hits; hit rate 0.33% among 310,000; in the data active means a potency from the dose series; inconclusive means inhibition mostly from about 25% at the one dose, without a potency; inactive means the rest, 99 in 100 with inhibition below about 19%;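 further: 0% = induced wells with vehicle and 100% = uninduced wells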
VEEV TC-83 Vero = inhibitors of VEEV TC-83 cytopathic effect, confirmation, Vero cells (AID 588727); Vero cells, VEEV TC-83 cytopathic effect inhibition; higher % means a stronger effect; inhibition, % at 20 µM; hits with a dose series show IC50 in µM; hit rate 0.13% among 350,000; in the data active means a potency from the dose series; inconclusive means inhibition mostly from about 14% at the one dose, without a potency; inactive means the rest, 99 in 100 with inhibition below about 12%; further: strong numbers were not always called active
VEEV TC-83 Vero 10K pilot screen = further read-out of VEEV TC-83 Vero, marked with its call; inhibition, %; measured here: 10K pilot screen inhibition
Active calls of the source: *; i = inactive; ? = inconclusive; / = not tested or not shown.

SMILES	influenza NS1A	M. tuberculosis	H37Rv inhibition	PhoP GFP inhibition	VEEV TC-83 Vero	others
CN(Cc1cccs1)C(=O)c1ccc(Cl)c(S(=O)(=O)N2CCCCCC2)c1	-2%	15%	2%	/	i
COC(=O)c1cc(S(=O)(=O)n2nc(C)cc2C)c(Cl)cc1Cl	/	-15%	-8%	3%	/
Cc1ccc(Nc2nc(-c3ccc(O)cc3O)cs2)nc1	10%	24%	4%	-12%	11%	VEEV TC-83 Vero 10K pilot screen=7.2
O=P(O)(CP(=O)(c1ccccc1)c1ccccc1)c1ccccc1	-12%	-11%	3%	-7%	0.6%
CCc1n(CC(O)COCC2CC=CCC2)c2ccccc2[n+]1C (stereo not given)	7%	32%	-1%	9%	0.3%
CC(C)COc1cccc(-c2cc(C(=O)Nc3ccon3)c3ccccc3n2)c1	-5%	12%	39%	5%	6.5%
Cc1cc(=O)oc2cc(O)cc(OCc3ccccc3)c12	8%	/	/	/	1.8%
O=C(O)c1cc(S(=O)(=O)N2CCN(S(=O)(=O)c3ccccc3)CC2)ccc1Cl	-1%	1%	0%	-1%	0.4%
COc1ccc(N/C(=N/c2nc(C)cc(C)n2)NC(=O)c2ccccc2)cc1	-18%	-1%	-1%	6%	0.8%
COc1ccc(NC2CCCN(C(=O)c3ccc(C(C)=O)cc3)C2)cc1 (stereo not given)	22%	-3%	6%	-7%	1.6%
CCOCCCNC1=C(Cl)C(=O)c2ccccc2C1=O	21%	?	3%	10%	1.7%
CNS(=O)(=O)c1cccc(C(=O)OCC(=O)N2c3ccccc3NC(=O)C2(C)C)c1	6%	1%	0%	/	2.9%
CCOC(=O)Cn1nnnc1C	0%	-7%	-1%	0%	0.8%
CC(=O)C1=C(C)NC(SCC(=O)Nc2nccs2)=C(C#N)C1c1ccccc1Cl (stereo not given)	6%	53%	-1%	-9%	7.1%
N=C(N)CCCOc1ccccc1-c1ccccc1	5%	12%	1%	-23%	i
COc1ccc(CCNC(=O)COC(=O)c2ccc(F)c(S(=O)(=O)N3CCOCC3)c2)cc1	2%	5%	-5%	/	2.5%
O=C(CSc1ccccc1)NCC1(N2CCOCC2)CCCCC1	-7%	-7%	-5%	11%	6.2%
O=C(CSc1ncn[nH]1)N1CCCCC1	-12%	-5%	-1%	4%	0.1%
Cc1cccn2c(=O)c(/C=C3\SC(=S)N(CC(C)C)C3=O)c(NCCCOC(C)C)nc12	13%	-5%	10%	15%	3.2%
Cc1nn(-c2ccccc2)c(C)c1/C=N/NC(=O)c1cc(-c2cccc3ccccc23)n[nH]1	5%	29%	29µM*	-8%	6.7%
COCCN1CCN(C(=O)c2cc(COc3ccc(F)c(F)c3)on2)CC1	4%	14%	1%	-1%	1.9%
O=C(N/N=C/c1ccccn1)c1cccc(S(=O)(=O)Nc2ccccc2Cl)c1	1%	i	7%	-1%	i
CC(C)c1ccc(/C=C/C(=O)N2CCc3ccccc3C2)cc1	-1%	2%	-2%	-6%	0.6%
CCCCOC(=O)c1cc(-c2ccc(/C=N/n3cnnc3)o2)ccc1Cl	0%	76%	7%	4%	6.4%
CCCNC(=O)c1c(N)n(CC2CCCO2)c2nc3ccccc3nc12 (stereo not given)	-35%	33%	8%	-10%	4.2%
CC(c1ccccc1)C1CC(=O)N(c2ccccc2)C1=O (stereo not given)	1%	-3%	-6%	0%	i
CN(C)CCOc1ccc2ccccc2c1	-1%	/	3%	5%	0.3%
COc1nc2c(c(-c3cc(Br)cs3)c1C#N)Cc1ccccc1-2	-3%	-4%	-10%	-7%	0.4%
CCOC(=O)/C(C#N)=C/c1ccc(OCC(=O)Nc2cc(C)ccc2C)c(OC)c1	8%	-19%	1%	0%	2.7%
COc1ccccc1C(=O)Nc1nnc(S(=O)(=O)N(C)Cc2ccccc2)s1	4%	57%	5%	4%	?
CCn1nc(NS(=O)(=O)c2ccc([N+](=O)[O-])cc2)c2cc3cccc(C)c3nc21	4%	26%	0%	8%	2.7%
N#Cc1nc(-c2ccc(OCc3ccccc3)cc2)oc1NCc1ccco1	11%	-9%	-2%	-5%	1.5%
COCc1[nH]nc2c1C(c1ccccc1Cl)C(C#N)=C(N)O2 (stereo not given)	-5%	-9%	-1%	-1%	0.9%
Cc1ccc2c(c1)Oc1ccc([N+](=O)[O-])cc1C(=O)N2	3%	-12%	4%	-1%	i
Oc1cccc2nc3ccccc3nc12	-3%	?	?	-5%	?
CCCCOC(=O)CSC1=C(C#N)C(c2ccc3c(c2)OCO3)CC(=O)N1 (stereo not given)	3%	38%	-5%	-5%	1.0%

Next section; the last 7 above are carried over.
SMILES	influenza NS1A	M. tuberculosis	H37Rv inhibition	PhoP GFP inhibition	VEEV TC-83 Vero	others
COc1ccccc1C(=O)Nc1nnc(S(=O)(=O)N(C)Cc2ccccc2)s1	4%	57%	5%	4%	?
CCn1nc(NS(=O)(=O)c2ccc([N+](=O)[O-])cc2)c2cc3cccc(C)c3nc21	4%	26%	0%	8%	2.7%
N#Cc1nc(-c2ccc(OCc3ccccc3)cc2)oc1NCc1ccco1	11%	-9%	-2%	-5%	1.5%
COCc1[nH]nc2c1C(c1ccccc1Cl)C(C#N)=C(N)O2 (stereo not given)	-5%	-9%	-1%	-1%	0.9%
Cc1ccc2c(c1)Oc1ccc([N+](=O)[O-])cc1C(=O)N2	3%	-12%	4%	-1%	i
Oc1cccc2nc3ccccc3nc12	-3%	?	?	-5%	?
CCCCOC(=O)CSC1=C(C#N)C(c2ccc3c(c2)OCO3)CC(=O)N1 (stereo not given)	3%	38%	-5%	-5%	1.0%
O=C(Nc1ccccc1Cl)N1C2CCC1CC(O)(c1cccnc1)C2 (stereo not given)	2%	-1%	-1%	-1%	0.4%
CCOc1ccc(S(=O)(=O)N(C)c2ccc(OCC(=O)OCc3c(C)noc3C)cc2)cc1	9%	70%	11%	-12%	3.0%
Clc1ccc2c(c1)CNc1c(ncnc1N1CCOCC1)O2	5%	15%	3%	-2%	7.2%
COc1ccccc1OCCNC(=O)c1cc(SC)ccc1Cl	-6%	13%	-9%	-2%	0.0%
O=C(NN1CCOCC1)c1cc(-c2cccs2)nc2ccccc12	20%	-1%	3%	-4%	0.2%
CC(=O)Nc1ccc(NC(=O)C/C(C)=N/NC(N)=S)cc1	-15%	42%	3%	18%	0.4%
Cc1ccc(CCNC(=O)c2cc(C)nn2-c2ccccc2)cc1	-4%	20%	0%	3%	i
Cc1oc2c(O)c(O)ccc2c(=O)c1-c1ccc(Cl)cc1	-2%	31%	3%	10%	0.6%
CCOc1ccccc1C(=O)NCC(=O)N1CCC(C)CC1	3%	11%	-2%	/	1.1%
CCC(C)NC(=O)C1c2ccccc2Oc2ccccc21 (stereo not given)	-1%	-12%	-1%	2%	i
NC(=O)C1CCN(Cc2nnnn2Cc2ccco2)CC1	0%	-2%	-10%	11%	0.7%
CC(c1ccncn1)N(C)Cc1nc(-c2ccc(C(F)(F)F)cc2)no1 (stereo not given)	7%	17%	7%	-7%	i	VEEV TC-83 Vero 10K pilot screen=0.4
N#CC(=C1SC=CS1)c1nc(-c2ccccc2)cs1	9%	-1%	-2%	-10%	0.9%
C=CCn1c(SCc2cc(=O)n3ccsc3n2)nc2cc(Cl)ccc2c1=O	-4%	-12%	3%	9%	i
CCCNC(=O)C1CC(=O)N(c2ccc(OCc3ccc(Cl)cc3)cc2)C1 (stereo not given)	-4%	67%	14%	-10%	0.9%
COc1cccc(CNC(=O)CCCCCn2c(=S)[nH]c3ccc(N4CCOCC4)cc3c2=O)c1	/	-5%	5%	-7%	/
O=Cc1ccc(N2CCCC2)c([N+](=O)[O-])c1	-4%	-4%	-1%	9%	0.8%
COC(=O)CN1C(=O)[C@H]2[C@@H](C3CC3)N3C(=O)CN(CCO)C(=O)[C@@]3(Cc3ccccc3)[C@H]2C1=O	5%	-24%	-3%	-6%	0.6%
CCN(CC)S(=O)(=O)c1ccc(-c2nnc(SCc3nnc(-c4ccccc4)o3)o2)cc1	-1%	0%	5%	19%	i
COc1cc(/C(C)=N/NC(=O)CN2CCN(S(=O)(=O)c3ccc(C)cc3)CC2)ccc1O	-6%	60%	4%	3%	0.3%
CC(C)CC(c1nnnn1Cc1ccccc1)N1CCN(C(=O)c2ccco2)CC1 (stereo not given)	-13%	9%	7%	2%	6.6%
COc1ccc(CNC(=O)CN(c2ccc(OC)c(Cl)c2)S(=O)(=O)c2ccc(C)cc2)cc1	-4%	-3%	-10%	-5%	8.7%
O=C1Cc2cc([N+](=O)[O-])ccc2N1c1c(Cl)cccc1Cl	-2%	9%	8%	-5%	1.6%
O=C(CN1C(=O)c2ccccc2C1=O)NCCc1c[nH]c2ccccc12	-1%	3%	1%	1%	0.9%
O=c1cc(-c2ccccc2)[nH][nH]1	4%	-8%	2%	7%	0.1%
Cc1cc(N2C(=O)C3C4C=CC(C4)C3C2=O)no1 (stereo not given)	-3%	-13%	-3%	8%	1.1%
S=c1nc[nH]c2c1ncn2-c1ccccc1	-16%	/	/	/	2.0%
Cc1cc(C)c(C)c(S(=O)(=O)NCC(=O)NCC2CCCCC2)c1C	7%	37%	-6%	2%	2.3%
Cc1[nH]c(=O)[nH]c(=O)c1Sc1ccccc1[N+](=O)[O-]	12%	39%	-4%	1%	3.1%
O=C(c1ccccc1NS(=O)(=O)c1ccc(F)cc1F)N1CCCCC1	-22%	1%	2%	/	2.1%
O=C(COc1ccccc1)NCC(=O)NC1CCCCC1	-4%	/	-3%	9%	0.7%
O=c1[nH]c2ccc(Br)cc2c(-c2ccccc2)c1CN1CCOCC1	4%	73%	-4%	-15%	5.9%
CCOC(=O)c1cc(-c2cccnc2)nn1-c1ccccc1C	-7%	-12%	3%	-2%	0.7%
CCOC(=O)C(=CNc1cc(C)nn1-c1ccc(Cl)cc1)C(=O)OCC	-1%	20%	4%	-3%	9.8%
O=S(=O)(NCC1(N2CCOCC2)CCCCC1)c1ccccc1Cl	1%	-20%	-18%	6%	i
Cc1ccc(NC2CCCCC2NS(=O)(=O)c2ccccc2)c(C)c1 (stereo not given)	11%	8%	4%	-6%	i
COc1c2occc2cc2ccc(=O)oc12	5%	-4%	-6%	6%	0.9%
CC(/C=C/c1ccco1)=N\NC(=O)c1cc(Cl)ccc1O	-7%	?	?	-2%	0.9%
Cc1nc(C)c(Oc2cccc(C(F)(F)F)c2)c(=O)[nH]1	3%	-6%	-8%	-2%	0.0%
COc1ccccc1N1CCN(/N=C/c2ccc(Cl)c([N+](=O)[O-])c2)CC1	2%	4%	7%	-6%	i
Cn1cc(S(=O)(=O)NCc2ccc(Cl)cc2)c(=O)n(C)c1=O	0%	-3%	-1%	-1%	1.7%
O=C1CC(c2cccc(Cl)c2)CC(O)=C1C=Nc1ccccc1 (stereo not given)	-4%	25%	-4%	-2%	7.0%
CCCCNC(=O)Oc1c(Br)cc2sc(=O)oc2c1Br	/	60%	2%	13%	/
O=C(Nc1ccc(Cl)cc1)c1ccc(OC2CSC2)cc1	-2%	-7%	-2%	-15%	0.7%
COc1cccc(N2CCN(C(=O)c3ccc(-c4ccccc4)cc3)CC2)c1	3%	9%	-1%	-5%	5.7%
O=C(CSc1nnc(-c2ccccn2)o1)Nc1ccccc1C(F)(F)F	-8%	44%	2%	11%	2.8%
CSc1nccc(-c2c(-c3ccc(Cl)cc3)noc2C)n1	-3%	16%	-1%	11%	4.5%
COCCCn1c(SCc2nnc(-c3ccc(OC)c(OC)c3)o2)nc2ccccc2c1=O	-18%	9%	4%	10%	3.9%

Quoted from the listing, 2 compounds:
SMILES	influenza NS1A	M. tuberculosis	H37Rv inhibition	PhoP GFP inhibition	VEEV TC-83 Vero	others
CSc1nccc(-c2c(-c3ccc(Cl)cc3)noc2C)n1	-3%	16%	-1%	11%	4.5%
COCCCn1c(SCc2nnc(-c3ccc(OC)c(OC)c3)o2)nc2ccccc2c1=O	-18%	9%	4%	10%	3.9%

More records follow:
SMILES	influenza NS1A	M. tuberculosis	H37Rv inhibition	PhoP GFP inhibition	VEEV TC-83 Vero	others
CN(C)c1ccc(P(=O)(Nc2cccc(C(F)(F)F)c2)N2CCOCC2)c(NC(=O)c2cccs2)c1 (stereo not given)	4%	0%	9%	2%	0.1%
COc1ccc(C(OCC(O)CNCCc2ccc(S(N)(=O)=O)cc2)c2ccc(OC)cc2)cc1 (stereo not given)	-13%	35%	12%	1%	0.8%
Cc1c(NS(=O)(=O)c2ccc(Cl)c(C(=O)OCC(=O)NCc3ccco3)c2)c(=O)n(-c2ccccc2)n1C	0%	5%	5%	6%	i
O=C(Cn1cc(C(F)(F)F)cc(Cl)c1=O)NCCc1ccccc1	20%	-15%	-3%	-4%	i
COc1cc(OC)c(C(=O)OCC(=O)NCCC2=CCCCC2)cc1OC	2%	1%	-2%	-8%	1.4%

Assay outcomes as filed in PubChem BioAssay.
